# Pf growth 48h: Primary qHTS for delayed death inhibitors of the malarial parasite plastid, 48 hour incubation | P. falciparum luciferase growth in erythrocytes, 48 h | Potency, µM (doses to about 28.7 µM), inactives show top-dose activity change, negative = inhibition, actives largely listed as inhibitors | 310,000 compounds, 5.9% hits | AID 504832, 2011; further: potency means the concentration at half of the fitted maximal effect; on the % scale 0 is the no-effect control and ±100 the full control effect
#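 In quantitative HTS format, infected erythrocytes bearing luciferase-reporter parasites were treated for a single generation at 37 C. Luminescence after adding detection reagent served as the growth measure.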
# Shiga inhibitor: A qHTS for Small Molecule Inhibitors of Shiga Toxin; Vero cells, Shiga toxin protein synthesis inhibition reporter; inhibition, % at 38.7 µM; 290,000 compounds, 9.2% hits; in the data active means inhibition mostly above about 28%, no sharp cut-off; inactive means mostly below about 43%; further: 0% is about no effect
# FBPA Giardia inh: qHTS Assay for Inhibitors of Fructose-1,6-bisphosphate Aldolase from Giardia Lamblia; Potency, µM (series often up to 59.6 µM), for the others: top-dose activity, negative = inhibition, most hits filed as inhibitors; 290,000 compounds, 0.71% hits; A8B2U2; purified Giardia FBPA; AID 2451, 2010; further: potency means the concentration at half of the fitted maximal effect; on the % scale 0 is the no-effect control and ±100 the full control effect; nearly all actives have a fitted effect of over 55% in size
# Target sequence (A8B2U2 whole entry, looked up): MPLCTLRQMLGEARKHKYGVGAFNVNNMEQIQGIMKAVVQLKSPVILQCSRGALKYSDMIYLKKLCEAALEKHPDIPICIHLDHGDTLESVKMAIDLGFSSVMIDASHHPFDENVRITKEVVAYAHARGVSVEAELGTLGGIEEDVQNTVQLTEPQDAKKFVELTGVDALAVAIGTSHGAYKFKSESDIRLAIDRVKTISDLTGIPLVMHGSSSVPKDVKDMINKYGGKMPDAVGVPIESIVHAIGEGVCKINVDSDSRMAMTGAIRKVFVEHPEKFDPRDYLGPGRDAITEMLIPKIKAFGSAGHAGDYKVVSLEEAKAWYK
#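 Giardia FBPA (40 nM reagent) was preincubated 10 min at RT with compound (up to 57.5 uM final), then substrate plus GAPDH/TPI/NAD/arsenate coupling system with diaphorase/resazurin was added; resorufin fluorescence (525/598 nm) was read after 20 min.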
# Cycloheximide cs: Cycloheximide Counterscreen for Small Molecule Inhibitors of Shiga Toxin; AID 2314, 2010; cell reporter, cycloheximide protein synthesis inhibition counterscreen; 300,000 compounds, 12% hits; max response, %; in the data active means max response mostly above about 13%, no sharp cut-off; inactive means mostly below about 14%; further: read at 38.3 µM for the half of the compounds with a filed dose; 0% is about no effect
# HCV inh: qHTS Assay for Inhibitors of Hepatitis C Virus (HCV) | Huh7.5.1 HCVcc-Cre infection, luciferase reporter, 44 h | Potency, µM (series often up to 41.8 µM), inactives show at the top dose activity change, negative = inhibition, hits mostly inhibitors | 340,000 compounds, 3.4% hits | AID 651820, 2012; further: potency means the concentration at half of the fitted maximal effect; on the % scale 0 is the no-effect control and ±100 the full control effect
#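 Antiviral activity was scored by luciferase reporter output from cells infected with HCVcc-Cre (~0.5 moi) in presence of compound, 44 h infection period, cells seeded 1,000/well 4 h prior.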
# Pf growth 96h: Primary qHTS for delayed death inhibitors of the malarial parasite plastid, 96 hour incubation | P. falciparum luciferase reporter growth, 96 h | Potency, µM (highest dose often 28.7 µM), for the others: at the top dose activity change, negative = inhibition, hits mostly inhibitors | 320,000 compounds, 6.9% hits | AID 504834, 2011; further: potency means the concentration at half of the fitted maximal effect; on the % scale 0 is the no-effect control and ±100 the full control effect
#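 Delayed-death screen, second-generation endpoint: infected erythrocytes, 2% hematocrit, 0.05% parasitemia final; 96 hours at 37 C, 5% CO2; luciferase detection reagent; luminescence decrease equals reduced growth.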
# The depositor's hits bear a star; ? = inconclusive; . = not tested or not shown; & = joins results of further samples; [ ] = remark or other dose. Unless noted, the call rests on the fitted dose curve; in most records, active means well fitted curve in the direction sought with a large enough effect; inconclusive means small, poorly fitted or top-dose-only effect, or another doubt; inactive means no such curve, though single readings can be large; an effect the other way counts as inactive or inconclusive.
SMILES,Pf growth 48h,Shiga inhibitor,FBPA Giardia inh,Cycloheximide cs,HCV inh,Pf growth 96h
O=C1C2C3CCC(CC3)C2C(=O)N1c1ccccc1 (configuration not stated),-18%,-8,?,-1,5%,1%
O=C(COC(=O)c1cc[n+]([O-])cc1)Nc1ccc(Cl)cc1[N+](=O)[O-],-19%,-14,-2%,5,3%,25%
C/C(CC(=O)Nc1ccc(Cl)cc1C(F)(F)F)=N\NC(N)=S,8%,10,20µM*,11,2%,-15%
O=S(=O)(Nc1ccc(-c2cn3ccccc3n2)cc1)c1ccccc1,6%,87*,-4%,28*,7%,62%[activator]
Cc1cc(OCC(=O)N2CCC(C(=O)O)CC2)c2c3c(c(=O)oc2c1)CCCC3,0%,-4,29%,-1,9%,-4%
CCCCOc1ccc(CNC(=S)N/N=C/c2ccc(OC)c(OC)c2)cc1,.,24,-10%,18,-5%,4.7µM*
O=C(C1CCC(C(=O)N2CCCCC2)CC1)N1CCCCC1 (configuration not stated),2%,-6,1%,-3,3%,7%
O=C(N[C@@H](Cc1ccc(O)cc1)C(=O)O)c1cccnc1,45%[activator],11,5%,-3,13%,45%[activator]
C/C(=N\NC(=O)c1ccc(Br)cc1)c1ccccc1,156%[activator],113*,5%,55*,4%,-14%
CC(=O)NCCC(=O)N1CCCC(C(=O)c2ccc3c4c(cccc24)CC3)C1 (configuration not stated),9%,-10,-11%,-1,-10%,-29%
CCCCC(=O)NC(NC(=S)N1CCCCCC1)C(Cl)(Cl)Cl (configuration not stated),?,-6,-2%,-3,-7%,4%
Cc1ccccc1CN1CCN(C(C)C(=O)NCc2ccccc2)CC1 (configuration not stated),-14%,-7,1%,-5,-1%,6%
CS(=O)(=O)c1[nH]nc(-c2cccc(Cl)c2)c1C#N,-2%,16,13%,2,-16%,23%
CC1CCN(c2ccccc2NC(=S)NC(=O)c2cccs2)CC1,?,-44,1%,-4,?,-6%
Cc1nn(C)cc1-c1n[nH]c(=S)n1-c1ccc(Cl)cc1,-7%,-6,-16%,-4,17%,?
COC(=O)c1cc(C(=O)OCC(=O)N(C)C2CCS(=O)(=O)C2)cc([N+](=O)[O-])c1 (configuration not stated),8%,-11,-2%,7,6%,8%
C=CCNc1nc2c(c(=O)[nH]c(=O)n2C)n1CCCc1ccccc1,-85%,-2,-7%,-2,11%,?
C/C(=N\Nc1ccc2nncn2n1)c1ccc(Br)s1,34%[activator],-7,-1%,-1,-9%,0%
COC(=O)CSc1[nH]c2cc(C)ccc2c1[N+](=O)[O-],4%,-6,-2%,-3,15%,65%[activator]
O=S(=O)(Cc1ccccc1)c1nc2ccccc2n1Cc1ccccn1,2%,15,-14%,15,0%,1%
CCn1nc(C)c([N+](=O)[O-])c1C(=O)NNC(=O)c1ccc(Cl)cc1,4%,-8,-11%,-3,7%,11%
CC1Cc2nc(SCC(=O)NCc3ccco3)n(Cc3ccccc3)c(=O)c2S1 (configuration not stated),?,36*,-1%,17,?,?
CCC1Sc2ccccc2N(CC(=O)NC2CCCC2)C1=O (configuration not stated),-1%,21,-2%,1,-10%,16%
COc1ccc2cc3c(N)nn(C(=O)c4ccccc4Cl)c3nc2c1,8.3µM*,-16,3%,-1,?,?
Cc1ccccc1NC(=O)c1cc2c(=O)n3cccc(C)c3nc2s1,11%,2,13%,-1,-24%,14%
CCn1c2ccccc2c2nnc(SCC(=O)NCc3cccs3)nc21,-26%,-7,3%,-6,6%,?
COc1ccccc1N(CC(=O)NCCSCc1ccccc1)S(=O)(=O)c1ccc(C)cc1,?,-10,4%,-3,25µM*,2.6µM*
C=CCCC(=O)NC1CC(C)(C)Cc2c1cnn2-c1cccc(F)c1 (configuration not stated),?,7,9%,3,-11%,?
Nc1ccc(Oc2ccc([N+](=O)[O-])cc2[N+](=O)[O-])cc1,.,17,4%,13,-19%,?
O=C1CCC(=O)N(O)CCCCCNC(=O)CCC(=O)N(O)CCCCCNC(=O)CCC(=O)N(O)CCCCCN1,?,-7,-26%,-3,-2%,10µM*
C=CCNC(=O)CN1CCC(c2nc3cc(C)c(C)cc3[nH]2)CC1,20%,-8,-7%,3,5%,?
COc1ccccc1CNC(=O)c1cccnc1,-1%,32,-5%,-3,16%,12µM*
Cc1cc(=O)oc(C)c1C(=O)NCc1c(F)cc(F)cc1F,22%,45,-23%,28*,-11%,?
CCCn1nnnc1SCC(=O)N1CCN(C(=O)c2ccco2)CC1,23%,-12,9%,-4,-18%,0%
Cc1cc(C)n2nc(C(=O)Nc3ccn(Cc4ccccc4C)n3)cc2n1,-18%,-8,-9%,-2,-15%,?
COc1cc(OC)c(/C=C2\SC(=O)N(CC(=O)Nc3ccccc3F)C2=O)c(OC)c1,-1%,.,-1%,-2,?,-5%
NC(=O)C1CCN(C(=O)CSc2nc(O)cc(=O)[nH]2)CC1,43%[activator],-2,6%,-1,10%,66%[activator]
CCCC(=O)Nc1nc(-c2ccccc2)c(CC)s1,-8%,1,1%,-5,-10%,4%
Cc1cc2oc(=O)cc(CN3CCCCC3C)c2c(C)c1Cl (configuration not stated),10%,-14,3%,-4,?,-4%
O=C(CCCSc1nc2ccccc2s1)NCc1ccco1,.,81,0%,16*,2%,?

# Gathered by group: those above with a furan ring, fused or not
SMILES,Pf growth 48h,Shiga inhibitor,FBPA Giardia inh,Cycloheximide cs,HCV inh,Pf growth 96h
CC1Cc2nc(SCC(=O)NCc3ccco3)n(Cc3ccccc3)c(=O)c2S1 (configuration not stated),?,36*,-1%,17,?,?
CCCn1nnnc1SCC(=O)N1CCN(C(=O)c2ccco2)CC1,23%,-12,9%,-4,-18%,0%
O=C(CCCSc1nc2ccccc2s1)NCc1ccco1,.,81,0%,16*,2%,?

# (further entries)
SMILES,Pf growth 48h,Shiga inhibitor,FBPA Giardia inh,Cycloheximide cs,HCV inh,Pf growth 96h
CCN(CC(=O)Nc1c(F)cccc1F)C(=O)Cc1sc(C)nc1-c1ccc(F)cc1,?,.,.,.,-1%,3%
CC(=O)Nc1cccc(NC=C(C#N)C#N)c1,-8%,-6,-6%,-3,4%,-3%
CC(C)(C)CNC(=O)c1ccc2c(c1)S(=O)(=O)c1cc(Cl)ccc1C2=O,9%,.,.,.,-10%,9%
CCOc1ccc(S(=O)(=O)N(CC)CC(=O)NCc2ccncc2)cc1C,6%,6,3%,-5,2%,-2%
C=C(C)CN(CC)C(=O)CSc1ccc(S(=O)(=O)N2CCN(C)CC2)cn1,10µM*,.,.,.,1%,?
O=C(CCN1C(=O)C2CC=CCC2C1=O)Nc1ccc(S(=O)(=O)N2CCCCC2)cc1 (configuration not stated),?,.,.,.,0%,-3%
COc1ccc(N2CCN(Cc3cc(=O)oc4cc(-c5ccccc5)c(O)cc34)CC2)cc1,1.9µM*,16,-9%,-4,-10%,2.9µM*
CC(C)c1cc(C(=O)N/N=C/C(Br)=C/c2ccccc2)n[nH]1,-28%,48*,11%,15*,22µM*,3.3µM*
O=C(N/N=C/c1cc(Cl)cc([N+](=O)[O-])c1O)c1cccc(S(=O)(=O)N2CCOCC2)c1,?,.,.,.,-29%[8.37 µM],?
COC(=O)C1=C(C)NC(=O)C1(NC(=O)c1ccncc1)C(F)(F)F (configuration not stated),7%,26,6%,-4,6%,132%[activator]
O=C(NNC(=O)c1sccc1-n1cccc1)c1cccc(Cl)c1,?,11,3%,8,0%,52%[activator]
CC(=O)Oc1ccc(C(=O)Nc2cc(C)on2)cc1,73%[activator],88*,2%,30*,9%,105%[activator]
COc1ccc(CCNC(=O)C2=CCN(S(=O)(=O)c3ccc(F)cc3)CC2)cc1OC,-10%,-1,14%,11,-2%,4%
CS(=O)(=O)N1CCc2cc(C(=O)N3CCN(c4ccc(F)cc4)CC3)ccc21,-11%,16,.,-3,8%,2%
COc1ccc(/C=N/N=C2\CC3CCC2(C)C3(C)C)cc1O (configuration not stated),.,19,0%,11,7%,13%
COc1ccc(NS(=O)(=O)c2ccc(NS(=O)(=O)c3ccc(C)cc3)cc2)nn1,-8%,-9,18%,-2,?,-6%
O=C(NC(=S)Nc1ccccn1)c1ccc([N+](=O)[O-])cc1,74%[activator],199*,?,51*,-27%,?
COCc1ccc(C(=O)NC2CCCc3c2cnn3-c2ccc(C)c(C)c2)o1 (configuration not stated),-10%,93,-11%,26*,?,?
Cc1ccc(Nc2nc(N)nc(CSC(=S)N3CCOCC3)n2)c(C)c1,63%[activator],72*,-1%,34*,-3%,101%[activator]
C=CCN1C(=O)/C(=C\c2cccs2)C(C(=O)OC)=C1C,.,-11,-4%,2,?,?

# Three entries already listed, ordered by SMILES length, highest first.
SMILES,Pf growth 48h,Shiga inhibitor,FBPA Giardia inh,Cycloheximide cs,HCV inh,Pf growth 96h
O=C(N/N=C/c1cc(Cl)cc([N+](=O)[O-])c1O)c1cccc(S(=O)(=O)N2CCOCC2)c1,?,.,.,.,-29%[8.37 µM],?
COCc1ccc(C(=O)NC2CCCc3c2cnn3-c2ccc(C)c(C)c2)o1 (configuration not stated),-10%,93,-11%,26*,?,?
O=S(=O)(Cc1ccccc1)c1nc2ccccc2n1Cc1ccccn1,2%,15,-14%,15,0%,1%

# Next section:
SMILES,Pf growth 48h,Shiga inhibitor,FBPA Giardia inh,Cycloheximide cs,HCV inh,Pf growth 96h
CCCC[N+]12CCC(CC1)C(C(=O)c1cccs1)C2 (configuration not stated),10µM*,-3,4%,-5,1%,2.6µM*
O=C1NC(=O)N(c2ccccc2)C(=O)/C1=C\C=C\c1ccccc1,3%,7,-6%,6,?,23%
N[C@@H](Cc1c[nH]c2ccccc12)c1nnc(SCc2ccccc2)o1,60%[activator],-20,-8%,-2,-1%,55%
COC(=O)C1SCC2C(=O)N(Cc3ccccc3)CC(=O)N21 (configuration not stated),38%[activator],5,8%,7,7%,65%[activator]
COc1ccc(NC2CCCN(C(=O)c3cccc(N4CCNC4=O)c3)C2)cc1 (configuration not stated),?,-12,.,-11,-2%,1%
CCc1c(C)sc(NC(=O)C2CC2c2ccccc2)c1C(N)=O (configuration not stated),25%,-2,-1%,18,?,-24%
COc1ccc(OC)c(S(=O)(=O)Nc2ccccc2SC)c1,?,-4,-14%,-2,6%,-15%
Oc1cc2c(cc1C(c1ccc(Cl)c(Cl)c1)N1CCCC1)OCO2 (configuration not stated),?,-12,?,7,-23%,?
CCOc1ccc2nc(SCC(=O)c3ccc(Cl)s3)sc2c1,.,-2,-12%,0,?,-12%
N=C1C(c2ccccc2)=C(O)CN1NC(=O)c1ccc(Cl)cc1,44%[activator],27,3%,11,4%,?
CCC(CC)(CC(=O)Nc1cccc(/C=C/c2nc(C3CCC3)cs2)c1)C(=O)O,?,.,0%,.,.,?
COc1ccc(C)cc1S(=O)(=O)N1CCN(S(=O)(=O)c2cc(C)ccc2OC)CC1,?,-7,0%,-3,-3%&-1%,.
O=c1c2sccc2[nH]c(=S)n1Cc1ccccc1,-7%,0,-5%,-4,20%,16%
O=C(COc1cccc(Cl)c1)Nc1ccccc1N1CCCCC1,?,.,.,.,?,?
Cc1nc2nc(C)c(CCC(=O)NCCCN3CCN(c4cccc(Cl)c4)CC3)c(C)n2n1,?,16&-9,-17%&-15%,-7&1,-15%&-21%,-8%&-3%
O=S(=O)(c1ccccc1)c1nc(-c2ccccc2F)oc1NCc1cccnc1,?,15,6%,-9,1%,?
CCN1CCCC1CNC(=S)Nc1ccc(C(C)=O)cc1 (configuration not stated),15µM*,-19,0%,14,-8%,-24%
O=C1/C(=C/c2cccnc2)N2CCC1CC2,-15%,10,-2%,-5,-2%,?
Cc1ccc(C(=O)NC(N(C)C)C(Cl)(Cl)Cl)cc1 (configuration not stated),1%,31,1%,10,-4%,57%[activator]
O=C(O)c1ccc(S(=O)(=O)c2ccc([N+](=O)[O-])cc2[N+](=O)[O-])cc1,?,-6,-22%,-4,-23%,6%
CCS(=O)(=O)c1ccc2oc(SCC(=O)NCCc3ccc(F)cc3)nc2c1,-20%,13,8%,1,-23%,13%
